Source: PubChem BioAssay (National Center for Advancing Translational Sciences (NCATS))
HEK293 tox = cytotoxicity in counter-screen for GLP-1R inverse agonists; HEK293 cAMP-luciferase reporter cells, luminescence, 24 h; Potency, µM (series often up to 38.3 µM), for the others: at the highest dose activity change, negative = inhibition, usual class: inhibitors; actives 0.13% (n = 410,000); AID 624418;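 note: loss of luciferase light is scored as toxicity; % is set by controls: 0 for no effect and ±100 for the full control effect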
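Step one: seed cells (200 cells/uL, DMEM with 10% Nu serum, 1% pen-strep). Step two: 12-hour incubation at 37 deg C. Step three: pin 23 nL compound, incubate 24 hr. Step four: add luciferase reagent, read luminescence 12 min later.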
SW480 rereplic = DNA re-replication induction in SW480 cells; actives 1.8% (n = 340,000); AID 624297; SW480 DNA re-replication, Hoechst DNA content imaging, 48 h; Potency, µM (top dose mostly 46.1 µM), for the others: top-dose re-replication activation, usual class: activators; note: % of control where 0% means no effect; nearly all actives have a fitted effect of over 55% in size
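Image-based DNA-content assay: after two days of treatment, nuclei were labelled with the DNA dye Hoechst and imaged, and hits were compounds raising the count of nuclei showing high fluorescence intensity.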
GLP1R inv ag = GLP-1 receptor (human) inverse agonism | HEK293 GLP-1R CRE-luciferase, luminescence, 24 h; GLP-1R form is constitutively active | Potency, µM (highest dose often 38.3 µM), inactives show at the highest dose activity change, negative = inhibition, hits mostly inhibitors | actives 1.6% (n = 410,000) | AID 624417; note: % is set by controls: 0 for no effect and ±100 for the full control effect; nearly all actives have a fitted effect of over 55% in size
Target sequence (P43220 whole entry, looked up): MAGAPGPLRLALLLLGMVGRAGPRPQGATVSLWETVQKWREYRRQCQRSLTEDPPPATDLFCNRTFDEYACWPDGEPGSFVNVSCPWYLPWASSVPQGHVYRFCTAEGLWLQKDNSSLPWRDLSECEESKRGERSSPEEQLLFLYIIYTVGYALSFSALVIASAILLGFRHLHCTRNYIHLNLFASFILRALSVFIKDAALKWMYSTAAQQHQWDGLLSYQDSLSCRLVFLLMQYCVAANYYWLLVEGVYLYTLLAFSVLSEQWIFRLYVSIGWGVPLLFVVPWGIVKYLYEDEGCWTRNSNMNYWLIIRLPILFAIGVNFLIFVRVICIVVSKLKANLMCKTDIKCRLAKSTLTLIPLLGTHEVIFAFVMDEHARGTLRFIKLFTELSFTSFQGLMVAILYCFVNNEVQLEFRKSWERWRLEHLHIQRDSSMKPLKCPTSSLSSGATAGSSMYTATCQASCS
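GLP-1R inverse agonism mode: basal reporter luminescence in engineered HEK293 cells measured after one day of compound exposure at 37 deg C, with a 12 min room-temperature detection step.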
TDP43 rescue = TDP-43 toxicity inhibition in yeast | TDP-43 expressing yeast growth rescue, BacTiter-Glo, 24 h | actives 1.8% (n = 410,000) | AID 652104 | Potency, µM (highest dose often 46.1 µM), for the others: at the highest dose growth rescue (activation), actives largely listed as activators; note: % of control where 0% means no effect; nearly all actives have a fitted effect of over 50% in size
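Galactose-induced TDP-43 yeast, OD600=0.02, compound pinned; 24 hr, 30 deg C; BacTiter-Glo luminescence for growth. Inhibitors of TDP-43 toxicity read as activators.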
GLP-1R agonist = agonists of human GLP-1 receptor. Potency, µM (series often up to 45.6 µM), for the others: at the highest dose activation, most hits filed as activators. HEK293 GLP-1R CRE-luciferase, luminescence, 4-6 h; cells express a hypersensitive GLP-1R form. actives 0.007% (n = 380,000); note: % of control where 0% means no effect
KB-V1 MDR tox = KB-V1 MDR subline cytotoxicity; KB-V1 MDR cells viability, CellTiter-Glo, 72 h; Potency, µM (top dose mostly 46.1 µM), inactives show at the top dose activity change, negative = cytotoxicity, hits mostly cytotoxic; actives 3.4% (n = 400,000); note: % is set by controls: 0 for no effect and ±100 for the full control effect; nearly all actives have a fitted effect of over 60% in size
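KB-V1, DMEM (no phenol red) + 10% FBS; cpd pin-transferred, titration series; 72 h, 37 degrees C; CellTiter-Glo, luminescence. Data normalized, curve-fit.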
KB-3-1 tox = KB-3-1 parental cell cytotoxicity. AID 1347075. KB-3-1 viability, CellTiter-Glo ATP luminescence, 72 h. Potency, µM (titrated, usually from 46.1 µM), for the others: at the top dose activity change, negative = cytotoxic, usual class: cytotoxic. actives 1.4% (n = 400,000); note: % is set by controls: 0 for no effect and ±100 for the full control effect; nearly all actives have a fitted effect of over 60% in size
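KB-3-1 cells, DMEM (no phenol red) + 10% FBS; compound by pin transfer, 72 h, 37 °C. Readout: CellTiter-Glo luminescence after 10 min. Data normalized, curve-fitted.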
HT1080 IDH1KD tx = kills HT-1080 cells with IDH1 knockdown | AID 686971 | actives 2% (n = 360,000) | HT-1080 IDH1 knockdown viability, ATP luminescence, 48 h | Potency, µM (doses to about 46.1 µM), without a hit: at the highest dose activity, negative = toxicity, hits mostly cytotoxic;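 note: 0% = DMSO wells and -100% = cell-free medium wells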
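% activity derives from luminescence (CellTiter-Glo), normalised to DMSO and no-cell wells. HT-1080-IDH1KD cells, 750/well, had 48 h compound exposure at 37 °C.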
HT1080NT lethal = kills 2HG-producing HT-1080-NT fibrosarcoma cells; HT-1080-NT fibrosarcoma viability, CellTiter-Glo ATP luminescence, 48 h; Potency, µM (highest dose often 46.1 µM), for inactives: at the highest dose activity, negative = less viability, usual class: cytotoxic; actives 1.6% (n = 360,000);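 note: NT is the 2HG producing partner of a matched IDH1 knockdown line; 0% = DMSO-treated cells and -100% = media-only wells without cells; nearly all actives have a fitted effect of over 55% in size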
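750 cells/well, RPMI + 5% FBS; 2 h settle, compound pin-transfer, 48 h at 37 degrees C. CellTiter-Glo 10 min RT, luminescence. Normalized to DMSO and media-only wells.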
* marks the source's active call; other numbers are inactive results; ? = inconclusive; . = not tested or not shown; [ ] = another dose, or the depositor's remark. Calls come from the whole dose curve; as a rule, active = well fitted curve in the direction sought with a large enough effect; inconclusive = small, poorly fitted or top-dose-only effect, or another doubt; inactive = no such curve, though single readings can be large; an effect the other way counts as inactive or inconclusive. Potency is the fitted concentration of half-maximal effect. Not a hit list, and some 9.4% of all compounds hit somewhere here.

SMILES	HEK293 tox	SW480 rereplic	GLP1R inv ag	TDP43 rescue	GLP-1R agonist	KB-V1 MDR tox	KB-3-1 tox	HT1080 IDH1KD tx	HT1080NT lethal
CC(=O)OC1c2ccccc2C(=O)N1Cc1ccccc1Cl (stereo not drawn)	-3%	-9%	-28%	0%	-5%	?	8%	-2%	-1%
Cc1csc(C(=O)NN)c1N(C)C	-9%	5%	-8%	19%	12%	8%	-7%	1%	12%
CCOC(=O)c1ccc(NC(=O)C2=C(C)Nc3nc(SCc4ccc(Cl)cc4)nn3C2c2ccc(C)cc2)cc1 (stereo not drawn)	0%	.	3%	3%	.	18%	-3%	.	.
COc1ccc(C(=O)NNC(=O)CCc2nc3ccccc3c(=O)[nH]2)cc1	1%	-21%	2%	-11%	0%	30%	-6%	-3%	-5%
CCOC(=O)c1c(NC(=O)CSc2nnc(-c3c[nH]c4ccccc34)n2CCOC)sc2c1CCCC2	-13%	?	11µM*	0%	-1%	3%	18µM*	-24%	?
Cc1ccc(C(=O)CNc2ccc(C)c(Cl)c2)cc1	64%[activator]	5%	6%	-3%	1%	-8%	8%	1%	-2%
Cc1cc(C(=O)N/N=C2\CC(=O)CC(C)(C)C2)n[nH]1	8%	2%	-4%	-8%	-7%	-1%	2%	23%	3%
O=C(COc1ccc(Cl)cc1Cl)NC(=O)c1ccccc1	-3%	-12%	2%	0%	-5%	-10%	3%	2%	-3%
CCOc1ccc(NC(=O)CSc2nnc(C3CC3)n2C)cc1	2%	-8%	5%	-24%	1%	-18%	-5%	17%	?
CCOC(=O)c1ccc(N/C=C2/CCCC(C)C2=O)cc1 (stereo not drawn)	5%	-3%	28%	-4%	31%	14%	1%	1%	3%
CC(=O)OC(C[N+]1(C)CCCCCC1)c1ccccc1 (stereo not drawn)	-5%	-4%	8%	6%	-1%	-4%	0%	0%	8%
COc1ccccc1NC(=O)Nc1ccc2c(c1)nc(C)n2C	3%	-7%	-28%	1%	5%	?	-2%	?	-22%
COc1cc(Cl)c(C)cc1NC(=O)CSc1sc2c(O)cc(=O)[nH]c2c1C#N	3%	-4%	0%	-15%	-5%	-14%	-5%	-1%	0%
Cn1c(=O)c2c(SCc3ccccn3)nc(C3CC3)nc2n(C)c1=O	-3%	-1%	0%	4%	2%	-20%	-18%	-3%	-3%
O=C(NC1CCCC1)C1c2ccccc2OCC(=O)N1CCCN1CCOCC1 (stereo not drawn)	5%	.	-4%	23%	-4%	14%	-4%	12%	21%
Cc1ccc(-c2nnn(CC(=O)N3C(C)CCCC3C)n2)cc1 (stereo not drawn)	-17%	4%[9.22 µM]	-26%	-3%	2%	-22%	-19%	-1%	13%
Cc1ccc(-n2[nH]c(C)c(C=Nc3ccc(Br)cn3)c2=O)cc1	1%	2%	-6%	-4%	7%	9%	-18%	-14%	-2%
COC(=O)c1ccc2nc(C3CCCCC3)c(Cc3ccc(C)cc3)n2c1	6%	.	?	10%	-2%	1%	0%	?	-21%
O=C(NC1CCCCC1)C(c1ccccc1)N(C(=O)c1csnn1)C1CC1 (stereo not drawn)	-7%	10%	-3%	-13%	5%	-17%	-1%	0%	0%
CC(=O)c1ccc(NC(=O)N2CCN(c3ccc(C)cc3)C(C)C2)cc1 (stereo not drawn)	-19%	?	?	14%	-4%	?	-12%	6%	2%
O=S(=O)(c1cccc(Cl)c1)N1CCN(S(=O)(=O)c2ccc3c(c2)OCCO3)CC1	.	-3%	.	.	12%	-28%	1%	.	.
Cc1cccc(C(=O)NCC(C)NC(=O)c2cccc(C)c2)c1 (stereo not drawn)	0%	-6%	9%	10%	0%	?	0%	-17%	4%
O=C(O)c1ccc(CN2C[C@@H](CO)O[C@@H](n3cnc4c(NCc5ccc(F)cc5)ncnc43)C2)cc1	-7%	.	17%	24%	5%	2%	0%	?	6%
CCOc1ccc(NC(=O)n2ncc3c(C)cccc32)cc1	25%	-6%	13%	-13%	-1%	-9%	20%	0%	2%
COCc1cc(Sc2ccc(OC)cc2)nc(-c2ccccc2)n1	-6%	2%	?	-13%	21%	-26%	-6%	-8%	-14%
CCN(CC)C(=O)c1sc(NC(=O)c2ccoc2C)c(C(=O)OC)c1C	13%	5%	1%	-11%	-3%	-3%	-12%	-2%	-5%
CN(C(=O)c1cccc(NC(=O)Cc2ccc(NC(=O)C3CCCN(C(=O)C4CCC4)C3)cc2)c1)C1CCCC1 (stereo not drawn)	2%	-4%	-9%	12%	9%	9%	-5%	-2%	0%
CC(C)c1nccn1S(=O)(=O)c1cccc([N+](=O)[O-])c1	-20%	-6%	17%	0%	-3%	3%	2%	2%	-1%
O=C(O)CCC(=O)Nc1ccc(Oc2ncnc3cc(Cl)ccc23)nc1	3%	-7%	18%	-7%	7%	9%	?	6%	13%
CSc1sccc1/C=N/O	4%	7%	1%	0%	-3%	7%	0%	-6%	4%

An excerpt from above in order of molecular weight, highest first:
SMILES	HEK293 tox	SW480 rereplic	GLP1R inv ag	TDP43 rescue	GLP-1R agonist	KB-V1 MDR tox	KB-3-1 tox	HT1080 IDH1KD tx	HT1080NT lethal
CN(C(=O)c1cccc(NC(=O)Cc2ccc(NC(=O)C3CCCN(C(=O)C4CCC4)C3)cc2)c1)C1CCCC1 (stereo not drawn)	2%	-4%	-9%	12%	9%	9%	-5%	-2%	0%
COC(=O)c1ccc2nc(C3CCCCC3)c(Cc3ccc(C)cc3)n2c1	6%	.	?	10%	-2%	1%	0%	?	-21%
CC(=O)c1ccc(NC(=O)N2CCN(c3ccc(C)cc3)C(C)C2)cc1 (stereo not drawn)	-19%	?	?	14%	-4%	?	-12%	6%	2%
Cc1ccc(-c2nnn(CC(=O)N3C(C)CCCC3C)n2)cc1 (stereo not drawn)	-17%	4%[9.22 µM]	-26%	-3%	2%	-22%	-19%	-1%	13%
CCOc1ccc(NC(=O)n2ncc3c(C)cccc32)cc1	25%	-6%	13%	-13%	-1%	-9%	20%	0%	2%
CSc1sccc1/C=N/O	4%	7%	1%	0%	-3%	7%	0%	-6%	4%

Further compounds follow:
SMILES	HEK293 tox	SW480 rereplic	GLP1R inv ag	TDP43 rescue	GLP-1R agonist	KB-V1 MDR tox	KB-3-1 tox	HT1080 IDH1KD tx	HT1080NT lethal
Cn1c(=O)c2c(nc(CN3CCN(c4cccc(Cl)c4)CC3)n2CCc2ccccc2)n(C)c1=O	-28%	22%	?	-12%	8%	-9%	0%	-25%	-28%
Cc1nn(C)c(C)c1C1C(C#N)=C(N)OC2=C1C(=O)CC(C)(C)C2 (stereo not drawn)	0%	-5%	7%	-3%	8%	?	1%	1%	15%
COc1ccc(N(C(=O)c2csnn2)C(C(=O)NC2CCCC2)c2cccs2)cc1 (stereo not drawn)	10%	2%	3%	-3%	8%	?	6%	3%	0%
CC1(C)CC2CC(C)(CN2S(=O)(=O)c2ccc(N)cc2)C1 (stereo not drawn)	-14%	1%	0%	7%	2%	-36%	-9%	-1%	-4%
CN(C)S(=O)(=O)c1ccc(C(=O)OCC(=O)NC(=O)NCc2ccccc2)cc1	?	0%	?	-8%	-2%	15%	4%	4%	-5%
CC(=O)Nc1cccc(N/C(N)=N/c2nc(C)cc(C)n2)c1	5%	-21%	-20%	6%	-1%	0%	-14%	-8%	-13%
Cc1ccc(Cn2c(=O)c3ccccc3n3c(-c4ccccc4)nnc23)cc1	-12%	.	10%	6%	.	-27%	3%	.	.
CC1(C)CC(=O)C2=C(C1)NC(SCC(=O)Nc1ccccc1)=C(C#N)C2c1ccco1 (stereo not drawn)	14%	?	?	18%	0%	-8%	-6%	-2%	0%
Cc1ccc(C)c(N2CCN(C(=O)CCNS(=O)(=O)c3ccc4c(c3)CCN4C(=O)C3CC3)CC2)c1	-3%	.	-10%	16%	13%	?	-2%	.	.
O=C1NC[C@@H](CCCCN2C[C@H](Cc3ccc(O)cc3)N(CC3CCCCC3)C(=O)C2=O)N(CCc2ccccc2)C1=O	-7%	.	10%	5%	-5%	?	16%	11%	1%
CC(C)(C)c1ccc(Oc2ccc(NC(=O)c3ccccc3C(=O)O)cn2)cc1	21%	-9%	?	17%	-4%	?	-8%	-3%	2%
CCOC(=O)CN1N=C(c2ccc(Cl)s2)CSC1=O	-38%	-9%	-46%	12%	0%	-3%	-5%	0%	-1%
Cc1cccc(OCC(=O)Nc2cccc(OCc3cc(=O)n4cccc(C)c4n3)c2)c1	-7%	.	-11%	-11%	.	?	0%	.	.
COc1ccc(C(=O)NCCn2cc(SCc3c(F)cccc3Cl)c3ccccc32)cc1	5%	.	?	18%	-4%	?	?	.	.
COc1ccc(C)cc1CN(C)c1ccc(S(=O)(=O)N2CCN(C)CC2)cn1	-10%	?	?	-21%	17%	-11%	-10%	-14%	-14%
Cc1ccccc1CCN(C(=O)c1csnn1)C(C(=O)NC1CCCC1)c1ccco1 (stereo not drawn)	0%	0%	-25%	1%	9%	?	-6%	0%	-29%
O=C(Nc1ccc(N2CCN(C(=O)c3ccccc3F)CC2)cc1)c1cncc(Br)c1	-16%	6%	?	?	-24%	.	.	-15%	2%
CCN(C(=O)COC(=O)c1ccccc1SCC(=O)N1CCCC1)C1CCS(=O)(=O)C1 (stereo not drawn)	-3%	0%	1%	-13%	3%	-12%	-4%	-4%	1%
COC(=O)c1sccc1NC(=O)Nc1ccc(C)cc1C	-11%	-7%	6%	13µM*	-5%	13%	9%	2%	5%
Cc1ccc([N+](=O)[O-])cc1S(=O)(=O)Nc1ccc(O)c(Sc2ncn[nH]2)c1	-11%	26%	-18%	12%	-4%	6%	1%	4%	5%
Cc1ccc(OCCn2cc(/C(N)=N/O)c3ccccc32)cc1C	8%	5%	0%	-2%	4%	-2%	-12%	-23%	-17%
Cn1c(=O)c2cc(NC(=O)Nc3cccnc3)ccc2n1Cc1ccc(Cl)cc1	-10%	.	5%	0%	14%	-1%	0%	-4%	-9%
CCc1ccc(NC(=O)N2CCN(C(=O)C3CCCO3)CC2)cc1 (stereo not drawn)	-11%	1%	12%	?	-6%	8%	-10%	12%	16%
COc1ccc(OCC(=O)OCc2cc(=O)n3nc(-c4cccs4)sc3n2)cc1	0%	.	3%	-6%	.	0%	-4%	.	.
